From PubChem BioAssay
Epigenetic reg – epigenetic control regulation, reporter derepression. murine LDR cells, GFP reporter derepression, 30 h. Potency, µM (series often up to 53.9 µM), inactives show at the top dose GFP activation, usual class: activators. actives 0.2% (n = 280,000); note: potency is the fitted concentration of half-maximal effect; % of control where 0% means no effect; nearly all actives have a fitted effect of over 60% in size
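In this reporter-derepression format, murine cells bearing a silenced integrated CMV-GFP locus incubate with test compound (30 h, 37 C), then are washed and imaged; fluorescent objects of 20–120 um count as induced cells.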
HttQ103 aggreg – reduces HttQ103-GFP aggregates in PC12 cells; actives 1.1% (n = 220,000); PC12 HttQ103-GFP aggregates, Acumen cytometry, 40 h; Potency, µM (top dose mostly 46.1 µM), without a hit: top-dose activity change, negative = inhibition, hits mostly inhibitors; note: potency is the fitted concentration of half-maximal effect; % is set by controls: 0 for no effect and ±100 for the full control effect; nearly all actives have a fitted effect of over 60% in size
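Compounds (qHTS titration) were added to PC12 cells expressing an ecdysone-driven HTT exon 1 Q103–GFP fusion after induction with 100 nM tebufenozide. Aggregate formation was measured as GFP objects in cell lysates.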
LMNA splice mod – changes lamin A minigene splicing in HeLa cells; HeLa LMNA splicing GFP/RFP minigene ratio, 48 h; Potency, µM (titrated, usually from 46.1 µM), for the others: at the top dose ratio change, negative = inhibition, most hits filed as inhibitors; actives 0.01% (n = 200,000); active = well fitted inhibition curve with a large enough effect in the signal ratio, with a control signal flat, not every such curve was filed as active; inconclusive = small, poorly fitted or top-dose-only effect, or effect the other way, or a change in a side signal; the % refers to the signal ratio; note: potency is the fitted concentration of half-maximal effect; % is set by controls: 0 for no effect and ±100 for the full control effect
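Read-out is the ratio of GFP to DsRed2 object intensity, acquired by 488 nm laser-scanning cytometry on HeLa lamin A-EGFP minigene reporter cells. Compound incubation 48 hrs at 37 °C in Opti-MEM with 2% FBS; DMSO 0.5% final.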
NPSR antagonist – blocks cAMP signaling of the human neuropeptide S receptor | actives 1% (n = 220,000) | CHO-NPSR cells, cAMP TR-FRET, antagonist mode | Potency, µM (series often up to 38.3 µM), inactives show at the top dose activity change, negative = inhibition, hits mostly inhibitors; note: potency is the fitted concentration of half-maximal effect; % is set by controls: 0 for no effect and ±100 for the full control effect; nearly all actives have a fitted effect of over 50% in size; many of its hits are not listed in these tables
Target sequence (Q6W5P4 whole entry, looked up): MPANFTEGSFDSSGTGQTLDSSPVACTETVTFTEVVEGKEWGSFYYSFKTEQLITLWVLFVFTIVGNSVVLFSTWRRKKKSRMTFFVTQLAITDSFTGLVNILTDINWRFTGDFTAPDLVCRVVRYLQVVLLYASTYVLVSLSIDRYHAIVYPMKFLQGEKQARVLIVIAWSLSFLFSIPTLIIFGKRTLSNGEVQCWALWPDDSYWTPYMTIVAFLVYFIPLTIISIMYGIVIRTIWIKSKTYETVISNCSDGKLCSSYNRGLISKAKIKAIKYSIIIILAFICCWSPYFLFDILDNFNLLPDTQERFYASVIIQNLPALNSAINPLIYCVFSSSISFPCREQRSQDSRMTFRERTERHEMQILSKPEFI
Luc counter – counter-screen: inhibitors of Kinase-Glo firefly luciferase; Kinase-Glo luciferase, ATP luminescence, 8 min; Potency, µM (titrated, usually from 38.3 µM), inactives show at the top dose activity change, negative = inhibition, most hits filed as inhibitors; actives 0.28% (n = 200,000); AID 1379; note: potency is the fitted concentration of half-maximal effect; % is set by controls: 0 for no effect and ±100 for the full control effect; nearly all actives have a fitted effect of over 60% in size
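Compounds were added to a substrate mix at pH 7.2 (50 mM imidazole, 10 uM ATP, within the enzyme's linear range), followed by Kinase-Glo detection reagent; luminescence was measured after 8 minutes at ambient temperature.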
IMPase Li cell – membrane-permeable IMPase blocker, potentiated with lithium; CHO-M1 cells, IP1 TR-FRET (IP-One), carbachol + lithium; Potency, µM (highest dose often 59.4 µM), for inactives: at the top dose activity, negative = IMPase inhibition, usual class: inhibitors; actives 0.35% (n = 210,000); AID 1457;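 note: IP1 builds up when IMPase is blocked and the TR-FRET signal falls; potency is the fitted concentration of half-maximal effect; plate controls were basal vehicle for no effect and high inhibitor control for full effect; nearly all actives have a fitted effect of over 50% in size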
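Concentration–response in CHO-M1 cells, lithium-potentiated; 30 min at 37C. IP1 detected by competitive TR-FRET after 10 min lysis at RT. Hill-fitted AC50.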
CBFb RUNX1 block – blocks binding between human CBF-beta and RUNX1; Q01196+Q13951; AlphaScreen CBFb-His/RUNX1-biotin binding, biochemical; Potency, µM (series often up to 59.8 µM), for the others: top-dose activity, negative = inhibition, actives largely listed as inhibitors; 230,000 tested, under 10 active; AID 1477; note: % of control where 0% means no effect
Target sequence (Q01196 whole entry, looked up): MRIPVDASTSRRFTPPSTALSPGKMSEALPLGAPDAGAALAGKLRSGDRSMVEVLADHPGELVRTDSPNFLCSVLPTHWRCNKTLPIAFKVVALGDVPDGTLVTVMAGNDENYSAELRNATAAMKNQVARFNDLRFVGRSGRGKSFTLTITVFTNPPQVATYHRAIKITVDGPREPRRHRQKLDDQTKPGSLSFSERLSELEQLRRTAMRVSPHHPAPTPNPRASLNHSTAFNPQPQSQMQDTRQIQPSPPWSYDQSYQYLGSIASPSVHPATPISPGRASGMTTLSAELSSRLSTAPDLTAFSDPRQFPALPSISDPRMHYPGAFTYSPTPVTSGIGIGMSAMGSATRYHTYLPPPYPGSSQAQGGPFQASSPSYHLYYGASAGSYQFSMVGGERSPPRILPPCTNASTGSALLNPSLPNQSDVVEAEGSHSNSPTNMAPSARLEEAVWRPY
Target sequence (Q13951 whole entry, looked up): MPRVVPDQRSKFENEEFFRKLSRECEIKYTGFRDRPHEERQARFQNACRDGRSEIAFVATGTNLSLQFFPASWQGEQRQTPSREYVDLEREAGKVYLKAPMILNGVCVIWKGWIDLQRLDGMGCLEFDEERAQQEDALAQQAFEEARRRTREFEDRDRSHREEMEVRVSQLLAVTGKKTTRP
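Proteins preincubated together for 20 min at RT before compound addition; 15 min later, nickel and streptavidin beads were added and left 90 min prior to AlphaScreen measurement.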
Active calls of the source: *; ? = inconclusive; . = not tested or not shown; & = joins results of further samples; [ ] = another dose, or the depositor's remark. Unless noted, calls come from the whole dose curve; as a rule, active = well fitted curve in the direction sought with a large enough effect; inconclusive = small, poorly fitted or top-dose-only effect, or another doubt; inactive = no such curve, though single readings can be large; an effect the other way counts as inactive or inconclusive. This is a subset, so the mix of outcomes need not match the whole.

SMILES	Epigenetic reg	HttQ103 aggreg	LMNA splice mod	NPSR antagonist	Luc counter	IMPase Li cell	CBFb RUNX1 block
CCOc1cc(C)c(Cl)cc1S(=O)(=O)NCC1CCCO1 (configuration not stated)	-1.0%	1%	7%	-7%[46.1 µM]	3%	21%[38.3 µM]	3%
CCCCCOC(=O)Cn1c(SCC(=O)Nc2ccccc2)nc2c1c(=O)[nH]c(=O)n2C	-0.7%	18%	8%	-19%[46.1 µM]	8%	2%[38.3 µM]	1%
Clc1ccc(CSC2=NCCCN2)cc1Cl	0.5%	-8%	-7%	-6%[46.1 µM]	-3%	16%[38.3 µM]	2%
COC(=O)[C@H](C)[C@H]1C[C@]1(C)[C@H](NC(=O)OCc1ccccc1)c1ccccc1	7.0%&2.8%	7%	12%	-27%	4%&-1%	-7%&11%	0%[2.36 µM]
CC1(C)Nc2ccccc2N(CCC(=O)N2CCOCC2)C1=O	-2.6%	0%	4%	0%[46.1 µM]	14%	-8%[38.3 µM]	6%
N/C(=N\N=C\c1ccc(Br)o1)c1nonc1N	1.3%	13%[9.22 µM]	.	-35%	.	.	1%
Cc1sc2nc(SCC(N)=O)n(C)c(=O)c2c1C	2.4%	-19%	-5%	19%[46.1 µM]	-2%	10%	3%
COc1cc(/C=C/C(=O)OCC(=O)Nc2cc(C)c(C)cc2[N+](=O)[O-])ccc1O	-1.1%	-34%[9.22 µM]	.	-8%	.	.	-8%
CC(C)c1nc(Cl)c(C#N)c2c1CCC2	-0.3%	-16%[9.22 µM]	.	37%	.	.	1%
CC(NC(=O)c1ccncc1)C(C)(C)C (configuration not stated)	2.6%	-2%	8%	6%[46.1 µM]	20%	35%[38.3 µM]	-3%
O=C(COC(=O)c1cccnc1Cl)NCC1CCCO1 (configuration not stated)	-3.2%	0%	-13%[46 µM]	12%	1%	2%	17%
Cc1cc(F)ccc1NC(=O)C1CCCO1 (configuration not stated)	-1.8%	26%	?	10%	0%	2%	-4%
Cc1ccc(S(=O)(=O)CCC(=O)Nc2cccc([N+](=O)[O-])c2)cc1	-2.9%	9%	.	0%	0%	8%	1%
Cc1cc(C)cc(C(=O)N2CCC(C(N)=O)CC2)c1	0.0%	9%	-6%	-1%[46.1 µM]	4%	-7%	6%
O=C(O)c1cccc(-c2ccc(/C=c3/sc4nc5ccccc5n4c3=O)o2)c1	?	-2%[9.22 µM]	.	38%	.	.	?
c1ccc(N/N=C(\Cc2nc3ccccc3[nH]2)c2ccccc2)cc1	-1.1%	28%	-6%	-25%	0%	10%	4%
CCCCNC(=S)N1CCN(C)CC1	-2.7%	7%	14%[46 µM]	16%	3%	-9%	-2%
CC1(C)Cc2c(sc3[nH]c(=S)[nH]c(=O)c23)CO1	0.0%	-16%[9.22 µM]	.	-12%	0%	1%	16%
Cc1cc(C)c2sc(NC(=O)c3ccc(N4C(=O)CCC4=O)cc3)nc2c1	-1.2%	-11%[9.22 µM]	.	4%	.	.	-8%
CCN(CC)c1ccc(NC(=O)CN2CCN(c3nc(C)cc(C)n3)CC2)cc1	-1.1%	-14%	8%	-21%[46.1 µM]	-5%	62%[activator][38.3 µM]	1%
Cc1cc(Br)ccc1NC(=S)Nc1cccc([N+](=O)[O-])c1	-0.9%	8%	-20%	-20%[46.1 µM]	.	.	-24%
CCOC(=O)N1CCN(C(=O)c2ccc(CNS(=O)(=O)c3ccc(OC)cc3)cc2)CC1	-3.2%	-21%	3%	-20%[46.1 µM]	11%	-9%[38.3 µM]	10%
Cc1ccccc1-n1nc(C)c2cc(C(=O)NCc3cccnc3)sc21	-9.5%	?	?	-27%[46.1 µM]	1%	15%[38.3 µM]	8%
CC(Oc1ccccc1)C(=O)N1CCN=C1SCc1ccccc1F (configuration not stated)	-1.6%	-15%[9.22 µM]	.	50%	.	.	1%
COc1ccc(NS(=O)(=O)c2ccc3c(c2)CCC(=O)N3)c(OC)c1	3.6%	-8%	?	-13%[46.1 µM]	1%	-5%[38.3 µM]	1%
Carrying on.
SMILES	Epigenetic reg	HttQ103 aggreg	LMNA splice mod	NPSR antagonist	Luc counter	IMPase Li cell	CBFb RUNX1 block
CC(C)(CO)NCC(O)COc1ccc2c(c1)CCC2 (configuration not stated)	0.0%	7%	7%	0%[46.1 µM]	0%	-4%	3%
COc1ccc(-n2c(Cc3cccn3C)nnc2SCC(=O)N2CCCc3ccccc32)cc1	-2.3%	7%	16%	?	-1%	6%[38.3 µM]	-29%
CCOc1ccc2nc(NC(=O)c3c([N+](=O)[O-])cnn3CC)sc2c1	-1.1%	-8%	-5%	-1%	-8%	6%	-7%
Cc1cc(O)c(N)c(C)c1Cl	-0.4%	5%	.	15%	0%	-4%	-10%
Cc1cc(-c2ccc(/C=N/n3cnnc3)o2)ccc1Cl	3.3%	12%	?	-6%	-3%	-10%	-4%
CCOC(=O)N1CCN(C(=O)CSc2nnc(-c3ccc(Cl)s3)o2)CC1	-0.4%	-12%	3%	?	2%	-6%[38.3 µM]	5%
CCCc1nc2ccccc2c(=O)n1/N=C/c1ccc(O)cc1	-0.5%	?	?	-18%[46.1 µM]	2%	-5%[38.3 µM]	3%
COCc1cc(N2CCCCC2)nc(-c2ccccc2)n1	-0.1%	-4%	15%[9.22 µM]	-23%	-5%	16%	11%
C=CCn1c(-c2csc(-c3ccccc3)n2)n[nH]c1=S	0.0%	14%	?	?	-4%	?	-4%
CCOC(=O)c1c(-c2ccc(OC)cc2)csc1/N=C/C1=C(O)CCCC1=O	?	?	?	-6%	0%	-1%	5%
CC(=O)Oc1ccc(C2(C)CC(C)(C)NC(=S)N2C)c(OC(C)=O)c1 (configuration not stated)	-7.4%	5%	-1%[46 µM]	12%	2%	-8%	3%
CCOc1ccc(-n2c(=O)cc(N3CCN(c4ccc(F)cc4)CC3)[nH]c2=O)cc1	1.0%	22%	5%	7%[46.1 µM]	10%	-1%[38.3 µM]	-7%
CC(C)CC(=O)NS(=O)(=O)c1ccc(NS(C)(=O)=O)cc1	0.0%	.	16%[46 µM]	6%	-1%	-4%	4%
O=Cc1c(-[n+]2ccccc2)nc([O-])n1-c1ccccc1	0.5%	2%	0%	-2%[46.1 µM]	2%	18%[38.3 µM]	1%
O=C(CCOc1ccccc1)Nc1nnc(-c2ccc3c(c2)OCCO3)o1	-1.1%	?	.	7%	-1%	-1%	-5%
O=C(O)CC12CC3CC(C1)CC(n1ncc(NCC4CCCO4)c(Cl)c1=O)(C3)C2 (configuration not stated)	-1.3%	10%[9.22 µM]	.	-21%	.	.	5%
C1CCN2C[C@@H]3C[C@@H](CN4CCCC[C@H]34)[C@H]2C1	-0.3%[16.9 µM]	3%[20.6 µM]	?	.	0%[17.1 µM]	5%	15%[21.7 µM]
CC(=O)c1c(C)[nH]c(C(=O)CSc2nnc(-c3ccccc3)n2Cc2ccc3c(c2)OCO3)c1C	-1.0%	-8%	5%	-17%[46.1 µM]	-2%	11%[38.3 µM]	7%
COc1ccc(-c2nc(-c3cccc(C)c3)[nH]c(=O)c2C#N)cc1	-1.0%	-2%	2%	-7%[46.1 µM]	2%	7%[38.3 µM]	0%
COC(=O)c1sccc1NC(=O)CNC(=O)c1ccccc1	-1.1%	1%	.	9%	-1%	-16%	-2%
Cc1cc(C)cc(OCCNS(=O)(=O)c2cccs2)c1	0.0%	-2%	.	-5%	.	-5%	1%
C[C@@](Cc1ccc(O)c(O)c1)(NN)C(=O)O	2.0%&-0.1%&1.5%&2.4%	9%&5%	?	-5%	1%	-4%&5%&2%&34%	1%
Cc1ccc2nc(SC(C(=O)c3ccccc3)c3ccccc3)nc(C)c2c1 (configuration not stated)	0.0%	11%	14%	-33%	-1%	5%	-8%
Oc1ccc(Br)cc1-c1cc(-c2ccc(Cl)cc2)n[nH]1	1.6%	?	?	?	-1%	35%[activator][38.3 µM]	-2%
c1ccc2c(c1)CCCC2NC1=NCCC1 (configuration not stated)	-4.0%	2%	?	-3%[46.1 µM]	-9%	-8%[38.3 µM]	-6%

Single records, as listed above. Order of values: Epigenetic reg	HttQ103 aggreg	LMNA splice mod	NPSR antagonist	Luc counter	IMPase Li cell	CBFb RUNX1 block
`Cc1cc(C)cc(OCCNS(=O)(=O)c2cccs2)c1` is listed as 0.0%	-2%	.	-5%	.	-5%	1%
`O=C(CCOc1ccccc1)Nc1nnc(-c2ccc3c(c2)OCCO3)o1` is listed as -1.1%	?	.	7%	-1%	-1%	-5%
`CCOC(=O)c1c(-c2ccc(OC)cc2)csc1/N=C/C1=C(O)CCCC1=O` is listed as ?	?	?	-6%	0%	-1%	5%
`C[C@@](Cc1ccc(O)c(O)c1)(NN)C(=O)O` is listed as 2.0%&-0.1%&1.5%&2.4%	9%&5%	?	-5%	1%	-4%&5%&2%&34%	1%

Further compounds:
SMILES	Epigenetic reg	HttQ103 aggreg	LMNA splice mod	NPSR antagonist	Luc counter	IMPase Li cell	CBFb RUNX1 block
Cc1ccc(OCCn2cc(C(=S)N3CCCC3)c3ccccc32)cc1C	-1.1%	?	?	-19%[46.1 µM]	0%	17%	6%
COc1cc(OC)cc(C(=O)NCC(=O)OCC(=O)c2cc(OC)ccc2OC)c1	3.2%	25%	4%	6%	5%	6%	-1%
CC(=O)Oc1ccc(N2C(=O)C3C4C=CC(O4)C3C2=O)cc1 (configuration not stated)	-1.8%	?	-7%	-16%[46.1 µM]	-4%	-4%[38.3 µM]	1%
Cc1cc(NC(=O)CS(=O)(=O)c2cn(Cc3ccc(F)cc3)c3ccccc23)no1	0.8%	3%	?	-24%[46.1 µM]	15%	7%[38.3 µM]	-2%
COc1ccc(CCC(=O)Nc2nc(-c3ccncc3)cs2)cc1	-0.9%	0%	-29%[46 µM]	-11%	-3%	8%	-13%
CN(C)C(=O)CSc1nc(SCC(=O)N(C)C)n(-c2ccccc2)n1	-3.4%	1%	-3%	-13%[46.1 µM]	2%	2%	2%
CCOC(=O)c1c(CS(=O)(=O)c2ccccc2)n(C)c2cc(Br)c(O)c(CN(C)C)c12	5.3%	42%[9.22 µM]	.	5%	-9%	-7%	11%
O=C1c2cccnc2C(Nc2ccc(S(=O)(=O)N3CCCCCC3)cc2)N1Cc1ccccc1 (configuration not stated)	6.3%	-14%	12%	?	-3%	4%[38.3 µM]	-4%
C=CCN1c2ccccc2[C@]23C[C@@H](C(=O)OC)N(S(=O)(=O)c4ccc(C#N)cc4)C2=NC(C(=O)OC)=C(C(=O)OC)[C@H]13	.	.	?	.	-2%[7.66 µM]	6%	-5%[13.1 µM]
Cc1ccc(SCC(=O)Nc2ccc(S(=O)(=O)Nc3ncccn3)cc2)cc1	-0.9%	-2%	.	9%	2%	12%	2%
CC1=C(C(=O)Nc2ccccc2)C(c2ccncc2)C(C#N)=C(SCC(=O)NC2CC2)N1 (configuration not stated)	-2.4%	6%	17%	-14%[46.1 µM]	1%	-6%[38.3 µM]	-1%
